Screens from PubChem.
inhibitors of VEEV = inhibitors of VEEV TC-83 cytopathic effect, confirmation, Vero cells (AID 588727); Vero cells, VEEV TC-83 cytopathic effect inhibition; higher % means a stronger effect; hit rate 0.13% among 350,000; inhibition, % at 20 µM, or IC50 in µM where a hit was titrated; in the data active means a potency from the dose series; inconclusive means inhibition mostly from about 14% at the one dose, without a potency; inactive means the rest, 99 in 100 with inhibition below about 12%; further: strong numbers were not always called active
Salmonella PhoP GFP = PhoP regulon inhibitors, Salmonella typhi PhoP promoter GFP reporter, confirmatory (AID 1850) | Salmonella Typhi PhoP-promoter GFP reporter, fluorescence, 4 h; higher % means a stronger effect | hit rate 0.33% among 310,000 | inhibition, % at 50 µM, or IC50 in µM where a hit was titrated; in the data active means a potency from the dose series; inconclusive means inhibition mostly from about 25% at the one dose, without a potency; inactive means the rest, 99 in 100 with inhibition below about 19%;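 further: 0% = induced wells with vehicle and 100% = uninduced wells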
H1N1 NS1A inhibition = H1N1 influenza NS1A inhibitors, functional cell based assay (AID 504329) | inhibition, % at 12.5 µM, or IC50 in µM where a hit was titrated | NS1A functional cell-based assay, percent inhibition; higher % means a stronger effect | hit rate 0.3% among 340,000; in the data active means a potency from the dose series; inconclusive means inhibition above about 27% without an active follow-up result; further: strong numbers were not always called active
H37Rv inhibition = M. tuberculosis growth inhibition, HTS (AID 449762) | M. tuberculosis H37Rv growth inhibition, 7H9 media; higher % means a stronger effect | one-dose inhibition, % at 25 µM; IC50 in µM for titrated hits | hit rate 0.59% among 330,000; in the data active means a potency from the dose series; inconclusive means inhibition above about 70% without an active follow-up result;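 further: bacterial growth assessed after seven days of incubation; strong numbers were not always called active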
tuberculosis growth = growth inhibition of non-replicating M. tuberculosis (AID 488890); hit rate 0.39% among 320,000; Mycobacterium tuberculosis non-replicating, growth inhibition; higher % means a stronger effect; one-dose inhibition, % at 25 µM; IC50 in µM for titrated hits; in the data active means a potency from the dose series; inconclusive means inhibition mostly from about 82% at the one dose, without a potency; inactive means the rest, 99 in 100 with inhibition below about 76%;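 further: plate controls were DMSO cells for no effect and high antibiotic wells for full effect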
The depositor's hits bear a star; i = inactive; ? = inconclusive; . = not tested or not shown.

Keys: A = inhibitors of VEEV; B = Salmonella PhoP GFP; C = H1N1 NS1A inhibition; D = H37Rv inhibition; E = tuberculosis growth
compound: C[C@H](NC(=O)OC(C)(C)C)C(=O)NCC1CCC(C(=O)N[C@@H](Cc2ccccc2)C(=O)O)CC1 (stereo not given in full)
  A = i	B = -6%	C = -1%	D = -11%	E = -19%
compound: COc1cccc(-c2nc(CS(=O)(=O)CC(=O)N3CCc4ccccc4C3)c(C)o2)c1
  A = 5.5%	B = 19%	C = -5%	D = -1%	E = 6%
compound: Cc1ccc(CNC(=O)C(Cc2ccccc2)NS(=O)(=O)c2ccc3c(c2)CCC(=O)N3)cc1 (stereo not given)
  A = i	B = -11%	C = -4%	D = -8%	E = 26%
compound: O=C(NCc1cccnc1)c1ccc(NC(=O)c2ccc(Br)cc2)cc1
  A = i	B = -6%	C = 1%	D = 8%	E = 5%
compound: CN(C)C(=O)c1ccc(NC(=O)c2cc(-n3cnnc3)ccc2Cl)cc1
  A = 1.5%	B = -2%	C = 5%	D = 6%	E = 14%
compound: Cc1ccc(OCCC(=O)OCC(=O)Nc2cc(S(=O)(=O)N(C)C)ccc2C)cc1
  A = 0.2%	B = 1%	C = -1%	D = 3%	E = 13%
compound: COc1ccc(-n2nc3cc(C)c(N)c(Br)c3n2)cc1
  A = 0.7%	B = 12%	C = 12%	D = 51%	E = 29%
compound: CN1C(=O)C(=Cc2ccc(N(C)C)c([N+](=O)[O-])c2)C(=O)N(C)C1=O
  A = .	B = -7%	C = .	D = -4%	E = -1%
compound: Cc1noc(C)c1COc1cccc(C(=O)N(C)Cc2nc3ccccc3c(=O)[nH]2)c1
  A = 3.0%	B = .	C = -11%	D = -1%	E = 52%
compound: O=C1CC2(CON=C2c2ccc(F)cc2)C(=O)N1c1ccc(F)cc1 (stereo not given)
  A = 5.8%	B = -5%	C = -5%	D = -1%	E = 0%
compound: COc1ccc(-c2noc(CSc3nc4ccccc4c(=O)n3-c3ccccc3)n2)cc1
  A = 0.4%	B = -2%	C = -9%	D = -1%	E = 1%
compound: COc1ccc(CN2CCCC(C(=O)Nc3cccc(-n4cccn4)c3)C2)c(F)c1 (stereo not given)
  A = 7.7%	B = -1%	C = 20%	D = -6%	E = 6%
compound: COc1ccc(-c2c(-c3ccc(OC)cc3O)nc(C)nc2C(F)(F)F)cc1
  A = i	B = 0%	C = 5%	D = 6%	E = -6%
compound: Cc1cc(F)ccc1NC(=O)c1ccc(NS(=O)(=O)c2cc(C(C)(C)C)ccc2C)cc1
  A = 0.7%	B = -5%	C = 2%	D = 10%	E = ?
compound: COc1cc(C(=S)N2CCCCC2)ccc1OCC(=O)N1CCCC1
  A = 2.5%	B = 11%	C = 7%	D = -6%	E = -6%
compound: Cn1c(SCc2cccc([N+](=O)[O-])c2)nc2c(c1=O)SCC2
  A = 4.8%	B = 3%	C = 3%	D = 3%	E = ?
compound: CN(Cc1ccc(F)cc1)C(=O)COc1ccc2ccccc2c1
  A = 0.3%	B = 2%	C = -4%	D = 6%	E = 58%
compound: Cc1cc(C(=O)OCC(=O)Nc2ccc(F)c(F)c2)c(C)o1
  A = 4.6%	B = 6%	C = -1%	D = 4%	E = 57%
compound: C=CCN1C(=O)C(C)(C)Nc2ccccc21
  A = i	B = 1%	C = -9%	D = 3%	E = -3%
compound: O=C(CSCc1nc2scc(-c3cccs3)c2c(=O)[nH]1)Nc1ccccn1
  A = 7.1%	B = -9%	C = 14%	D = -3%	E = 23%
compound: O=C(Oc1ccccc1N1C(=O)C2CCCCC2C1=O)c1ccccc1F (stereo not given)
  A = i	B = -7%	C = -6%	D = -2%	E = 7%
compound: CCCCN(C(=O)c1cccc(S(=O)(=O)N2CCOCC2)c1)c1c(N)n(CCC)c(=O)[nH]c1=O
  A = 0.9%	B = -2%	C = 10%	D = -7%	E = -9%
compound: Cc1ccc(C)c(NC(=O)CN(C)C(=O)COc2cccc3c2OC(C)(C)C3)c1
  A = 1.8%	B = -1%	C = -10%	D = 6%	E = -7%
compound: CCCCn1c(SCC(=O)NCc2cccs2)nc2c1c(=O)n(C)c(=O)n2C
  A = i	B = -14%	C = -3%	D = -3%	E = 15%
compound: C/C(=N\NC(=O)c1csc2ccccc12)c1ccc(O)cc1
  A = 1.8%	B = 1%	C = 0%	D = 10%	E = 22%
compound: O=S(=O)(NNC(=S)NCC1CCCO1)c1cc(Cl)ccc1Cl (stereo not given)
  A = 2.3%	B = -10%	C = -1%	D = -3%	E = -5%
compound: CC(=O)N/C(=C/c1ccc2c(c1)OCO2)C(=O)N1CCOCC1
  A = 0.3%	B = -5%	C = -1%	D = -3%	E = -17%
compound: CCOC(=O)N1CCC2(CC1)C(C#N)=C(N)OC1=C2C(=O)CCC1
  A = 0.4%	B = -1%	C = 0%	D = -1%	E = -2%
compound: O=S(=O)(c1ccccc1)N(c1ccccc1)S(=O)(=O)c1ccccc1
  A = 2.9%	B = .	C = -7%	D = .	E = .
compound: O=C(/C=C/c1ccc(S(=O)(=O)N2CCOCC2)cc1)N1CCN(c2ccc(F)cc2)CC1
  A = i	B = 8%	C = -7%	D = -2%	E = 5%
compound: CCCCn1c(C)nc2cc(S(=O)(=O)N3CCOCC3)ccc21
  A = 4.5%	B = .	C = 0%	D = -13%	E = -11%
compound: COc1cc(C(C(=O)NC2CCCCC2)N(Cc2cccs2)C(=O)Cc2c[nH]c3ccccc23)cc(OC)c1OC (stereo not given)
  A = 6.0%	B = -3%	C = 3%	D = -14%	E = 21%
compound: COc1ccc(C(O)(CCc2ccccc2)CCN2CCCCC2)cc1 (stereo not given)
  A = 1.2%	B = -2%	C = .	D = 2%	E = 44%
compound: CCc1nnc(NC(=O)C(C)C)s1
  A = 0.7%	B = 12%	C = 2%	D = -4%	E = -6%
compound: O=C(O)CSc1nnc(NC(=O)c2ccc3c(c2)OCO3)s1
  A = 1.5%	B = -2%	C = 2%	D = 4%	E = -2%
compound: CC(=O)NC1=NC(=O)/C(=C/c2cc(C)n(-c3ccc(NC(C)=O)cc3)c2C)S1
  A = 5.2%	B = -2%	C = -1%	D = 1%	E = 9%
compound: CCCOc1cccc(C2C(C(=O)c3cccs3)=C(O)C(=O)N2CCN2CCOCC2)c1 (stereo not given)
  A = 1.3%	B = 10%	C = -25%	D = -3%	E = -6%
compound: CCOC(=O)CN=C(NS(=O)(=O)c1ccc(Cl)cc1)c1ccccc1
  A = 2.1%	B = -3%	C = 0%	D = -4%	E = -5%
compound: COc1ccc(OC)c(NC(=O)Cn2cccc2)c1
  A = i	B = -14%	C = 0%	D = .	E = .
compound: CCCCn1c(SCC(=O)NNC(=O)c2ccco2)nnc1-c1ccco1
  A = i	B = -3%	C = .	D = -3%	E = -5%
compound: C/C(=N\NC(=O)CSc1nc2ccccc2o1)c1cccc(O)c1
  A = 1.2%	B = 6%	C = 13%	D = -4%	E = 41%
compound: Cc1ccc(CN2CCC(CNC(=O)Nc3ccccc3F)CC2)cc1
  A = i	B = -6%	C = 0%	D = -2%	E = 5%
compound: COc1cc(C2SCC(=O)Nc3c2c(C)nn3-c2ccccc2)cc(OC)c1OC (stereo not given)
  A = 1.4%	B = -1%	C = -4%	D = 3%	E = -3%
compound: Nc1scc[n+]1Cc1cccc2cccnc12
  A = i	B = -1%	C = 6%	D = -6%	E = -2%
compound: O=C(N/N=C/c1ccc(Br)s1)c1cccnc1
  A = i	B = 1%	C = 0%	D = ?	E = 9.4µM*
compound: COc1cccc(C(=O)NNC2OC(CO)C(O)C2O)c1 (stereo not given)
  A = 0.2%	B = -2%	C = -5%	D = 9%	E = -9%
compound: COc1ccc(S(=O)(=O)N2CCOC2CNC(=O)C(=O)NCCCN(C)C)cc1C (stereo not given)
  A = i	B = 0%	C = -8%	D = -2%	E = 8%
compound: O=C(N/N=C/c1cccnc1)c1cccc(NC(=O)c2ccccc2Cl)c1
  A = 1.5%	B = 14%	C = 1%	D = 7%	E = .
compound: Cc1ccc2cc(COC(=O)C3CCCO3)c(=O)[nH]c2c1 (stereo not given)
  A = 0.6%	B = 3%	C = -7%	D = -3%	E = -5%
compound: COc1ccc2[nH]c3c(c2c1)CCN1C(=O)C(CC(=O)NCc2ccco2)C[C@H](C(=O)N2CCCCC2)[C@@]31CCc1ccccc1 (stereo not given in full)
  A = i	B = .	C = 1%	D = .	E = .

Part of the list above, field by field.
> CN(Cc1ccc(F)cc1)C(=O)COc1ccc2ccccc2c1
  inhibitors of VEEV: 0.3% | Salmonella PhoP GFP: 2% | H1N1 NS1A inhibition: -4% | H37Rv inhibition: 6% | tuberculosis growth: 58%

> Cc1cc(C(=O)OCC(=O)Nc2ccc(F)c(F)c2)c(C)o1
  inhibitors of VEEV: 4.6% | Salmonella PhoP GFP: 6% | H1N1 NS1A inhibition: -1% | H37Rv inhibition: 4% | tuberculosis growth: 57%

> C=CCN1C(=O)C(C)(C)Nc2ccccc21
  inhibitors of VEEV: i | Salmonella PhoP GFP: 1% | H1N1 NS1A inhibition: -9% | H37Rv inhibition: 3% | tuberculosis growth: -3%

Returning to the listing, repeating the 5 entries before the break.
structure	inhibitors of VEEV	Salmonella PhoP GFP	H1N1 NS1A inhibition	H37Rv inhibition	tuberculosis growth
COc1cccc(C(=O)NNC2OC(CO)C(O)C2O)c1 (stereo not given)	0.2%	-2%	-5%	9%	-9%
COc1ccc(S(=O)(=O)N2CCOC2CNC(=O)C(=O)NCCCN(C)C)cc1C (stereo not given)	i	0%	-8%	-2%	8%
O=C(N/N=C/c1cccnc1)c1cccc(NC(=O)c2ccccc2Cl)c1	1.5%	14%	1%	7%	.
Cc1ccc2cc(COC(=O)C3CCCO3)c(=O)[nH]c2c1 (stereo not given)	0.6%	3%	-7%	-3%	-5%
COc1ccc2[nH]c3c(c2c1)CCN1C(=O)C(CC(=O)NCc2ccco2)C[C@H](C(=O)N2CCCCC2)[C@@]31CCc1ccccc1 (stereo not given in full)	i	.	1%	.	.
Cc1ccc(C2(c3noc(CN(C)Cc4ccccn4)n3)CCCC2)cc1	1.9%	4%	-7%	19%	49%
CC1CCCC(C)N1CCNC(=O)CCn1nc(-c2ccccc2)ccc1=O (stereo not given)	0.4%	3%	-4%	-12%	1%
Cc1ccc(NS(=O)(=O)c2cccc(C(=O)NCCc3c[nH]c4ccccc34)c2)c(C)c1	0.7%	-6%	3%	27%	32%
O=C1c2ccccc2C(=O)N1CN(C(=O)c1ccccc1)c1ccc(O)cc1	0.2%	-1%	-10%	-5%	-3%
O=C(Nc1cccc(Cl)c1)c1cnn2cccnc12	3.9%	-5%	11%	-4%	2%
Cc1ccc(Nc2nc3ccccc3n3nnnc23)cc1	0.5%	9%	-6%	15%	-5%
CC(C)c1ccc(N(C(=O)CNC(=O)c2ccco2)C(C(=O)NC2CCCC2)c2ccncc2)cc1 (stereo not given)	1.1%	-11%	2%	-1%	10%
O=C1c2ccccc2C(=O)N1c1ccc(Cl)cc1	.	-7%	.	-6%	-3%
CCc1cccc(NC(=O)c2cc(S(=O)(=O)N(C)C)ccc2N2CCCC2)c1	10%	-1%	-4%	2%	7%
COc1ccc(C)cc1Nc1cc(C)nc2ncnn12	1.7%	3%	-5%	3%	6%
C=C[C@]12CC[C@H](OC(C)=O)CC1=CCC1C2CC[C@@]2(C)C1CCC21OCCO1 (stereo not given in full)	4.6%	.	-15%	.	.
Cc1ccc(/C=C/C(=O)Nc2ccc(S(=O)(=O)Nc3ncccn3)cc2)cc1	2.6%	-2%	0%	-5%	2%
COc1ccc(CCNC(=O)c2sc3nc4n(c(=O)c3c2C)CCC4)cc1	10%	9%	-2%	41%	2%
COC(=O)C(NC(=O)c1ccccc1)(Nc1cc(C)cc(C)n1)C(F)(F)F (stereo not given)	0.2%	-14%	10%	-13%	5%
O=C(NCC(=O)N1CCN(C(=O)c2ccco2)CC1)c1cccc(Cl)c1	1.0%	.	-1%	-2%	1%
COc1ccc(-c2ocnc2C(=O)NCc2nn(-c3ccccc3)nc2C)cc1	2.2%	-1%	0%	1%	16%
CCC1(c2ccc(F)cc2)NC(=O)N(CC(=O)Nc2ccc(-c3nc4ccc(C)cc4s3)cc2)C1=O (stereo not given)	?	1%	5%	?	-2%
CC(=O)C[C@@H](O)CC(=O)[C@@H]1OC(=O)CCCCC/C=C/Cc2ccccc21	0.8%	.	4%	-5%	0%

Outcome played no part in choosing rows, and some 1.5% of all compounds hit somewhere here.
